TRHR enhancer: qHTS for Small Molecule Agonists and Allosteric Enhancers of Human TRH Receptor: Primary Screen for Enhancers | Thyrotropin-releasing hormone receptor (Homo sapiens), P34981 | TRHR cells, fluo-8 calcium fluorescence, EC20 TRH enhancement | enhancement, % at 2 µM | 360,000 tested, 0.66% active; in the data active = enhancement above about 30%; also: 0% is about no effect
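TRHR-expressing cells loaded with fluo-8 calcium dye were read kinetically (ex 480/em 530) during compound addition, then stimulated with an EC20 of TRH (10 nM final). Enhancement of the Gq-mediated intracellular calcium response was scored.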
D1 PAM: Potentiators of Human D1 Dopamine Receptor: qHTS; HEK293 TREx D1 cells, calcium flux, dopamine EC20 potentiation; 360,000 tested, 0.036% active; potentiation, % at 10 µM; AID 504651, 2011; in the data active = potentiation above about 30%; also: 0% is about no effect
Target sequence (P21728 whole entry, looked up): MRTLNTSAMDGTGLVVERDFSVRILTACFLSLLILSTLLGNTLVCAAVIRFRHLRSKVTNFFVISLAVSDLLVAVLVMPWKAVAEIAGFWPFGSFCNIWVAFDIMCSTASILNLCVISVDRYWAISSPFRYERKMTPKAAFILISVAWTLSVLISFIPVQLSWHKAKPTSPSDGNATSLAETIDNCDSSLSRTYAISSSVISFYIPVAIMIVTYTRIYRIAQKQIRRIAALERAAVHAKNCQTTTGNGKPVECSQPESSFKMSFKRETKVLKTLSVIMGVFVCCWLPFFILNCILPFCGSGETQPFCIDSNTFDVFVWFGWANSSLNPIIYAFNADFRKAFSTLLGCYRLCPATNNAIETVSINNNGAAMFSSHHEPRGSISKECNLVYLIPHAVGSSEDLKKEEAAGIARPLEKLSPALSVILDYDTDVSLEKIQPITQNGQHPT
RXFP1 antag: qHTS Assay for Antagonists of the Relaxin Receptor RXFP1. Relaxin receptor 1 (Homo sapiens), Q9HBX9. HEK293-RXFP1, relaxin-stimulated cAMP HTRF, 30 min; stronger effect = lower value. activity change, negative = inhibition, % at 57.5 µM. 350,000 tested, 0.59% active. AID 1259400, 2018;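 active = activity change of -60% or lower, but not beyond a set lower limit; inconclusive = change between -60% and -40%, or beyond the set limit; inactive = change above -40%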; also: % is scaled to controls: 0 for no effect and ±100 for the full control effect
D2 potentiator: HTS Assay for Positive Allosteric Modulators of the Human D2 Dopamine Receptor: Primary Screen for Potentiators. HEK293 T-REx D2, calcium flux, EC20 dopamine potentiation. potentiation, % at 10 µM. AID 485347, 2010. 340,000 tested, 0.34% active;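 active = potentiation over 3 SD above the plate norm, cut at about 30% in these data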; also: 0% is about no effect
Target sequence (P14416 whole entry, looked up): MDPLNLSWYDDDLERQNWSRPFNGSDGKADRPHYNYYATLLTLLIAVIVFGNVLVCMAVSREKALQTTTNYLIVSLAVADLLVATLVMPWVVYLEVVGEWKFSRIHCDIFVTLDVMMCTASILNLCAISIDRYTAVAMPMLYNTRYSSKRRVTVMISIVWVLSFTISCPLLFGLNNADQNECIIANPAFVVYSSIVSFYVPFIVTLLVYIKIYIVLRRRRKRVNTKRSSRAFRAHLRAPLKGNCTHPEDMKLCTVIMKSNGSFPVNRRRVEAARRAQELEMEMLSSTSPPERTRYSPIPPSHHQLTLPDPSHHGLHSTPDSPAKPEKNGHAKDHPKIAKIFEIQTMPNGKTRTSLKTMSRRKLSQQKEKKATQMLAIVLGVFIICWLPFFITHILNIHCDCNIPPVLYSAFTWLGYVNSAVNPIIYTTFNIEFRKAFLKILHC
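Potentiation of an EC20 dopamine calcium response is measured in a force-coupled, tetracycline-inducible Hek293 Trex D2 line. Compound-only kinetic reads over 180 s flag agonists before dopamine addition.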
D1 antag: Antagonist of Human D 1 Dopamine Receptor: qHTS; D(1A) dopamine receptor (Homo sapiens), P21728; HEK293 TREx D1 cells, calcium flux, dopamine EC80; stronger effect = lower value; activity change, negative = inhibition, % at 10 µM; 360,000 tested, 3.2% active; AID 504652, 2011; in the data active = activity change below about -30%; also: % is scaled to controls: 0 for no effect and ±100 for the full control effect
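Using tetracycline-induced force-coupled D1 Hek293 cells and a calcium dye, signals were followed for 180 s after compound, then for 180 s after EC80 dopamine, to detect inhibitors.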
Apoferritin bind: qHTS Assay for Identification of Novel General Anesthetics; apoferritin/1-aminoanthracene competitive binding, fluorescence; 350,000 tested, 0.074% active; Potency, µM (top dose mostly 77.5 µM), for inactives: at the highest dose activity change, negative = displacement, actives largely listed as inhibitors; also: potency is read from the fitted curve at half-maximal effect; % is scaled to controls: 0 for no effect and ±100 for the full control effect; nearly all actives have a fitted effect of over 20% in size
Target sequence (P02791 2-175 limits assumed): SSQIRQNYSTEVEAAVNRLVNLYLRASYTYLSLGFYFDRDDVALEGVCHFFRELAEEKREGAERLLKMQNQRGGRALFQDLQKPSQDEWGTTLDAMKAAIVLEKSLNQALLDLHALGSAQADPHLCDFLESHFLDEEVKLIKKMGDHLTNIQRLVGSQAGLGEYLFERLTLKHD
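In PBS, apoferritin at 10 uM is loaded with 1-AMA from a 50% saturated solution. After 10 min of compound exposure at ambient temperature, reduced 535 nm fluorescence indicates probe displacement.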
D1 ag: Allosteric Agonists of the Human D1 Dopamine Receptor: qHTS; HEK293 T-REx D1 cells, calcium flux, agonist mode; D(1A) dopamine receptor (Homo sapiens), P21728; 360,000 tested, 1% active; activation, % at 2 µM; in the data active = activation above about 30%; also: 0% is about no effect
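Inducible HEK293 T-REx D1 cells, force-coupled to calcium signalling, were plated at 4000 cells/well with tetracycline and held overnight at 30 C. After no-wash calcium dye loading, compound-evoked calcium rise over 180 s flagged agonists.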
TRHR agonist: qHTS for Small Molecule Agonists and Allosteric Enhancers of Human TRH Receptor: Primary Screen for Agonists; Thyrotropin-releasing hormone receptor (Homo sapiens), P34981; TRHR cells, calcium flux fluo-8, FDSS agonist mode; activation, % at 2 µM; 360,000 tested, 0.18% active; AID 493084, 2011; in the data active = activation above about 30%; also: 0% is about no effect
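In this calcium-flux screen, cells bearing human TRHR are dye-loaded with fluo-8, baselined for 10 cycles, then exposed to library compounds; positive kinetic calcium responses during the agonist phase mark hits, with TRH as control.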
RXFP1 ag: qHTS Assay for Agonists of the Relaxin Receptor RXFP1; HEK293T-RXFP1 cAMP TR-FRET, 30 min; response scale: percent of porcine relaxin response, buffer zero; Potency, µM (highest dose often 57.5 µM), for inactives: at the top dose activation, actives largely listed as activators; 370,000 tested, 0.3% active; also: potency is read from the fitted curve at half-maximal effect; % is scaled to controls: 0 for no effect and ±100 for the full control effect; nearly all actives have a fitted effect of over 60% in size; many of its hits are not listed in these tables
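Agonist response is measured as cAMP accumulation in an RXFP1-transfected HEK293T line under PDE4 inhibition. Values are scaled between buffer-only and 29 nM porcine relaxin, and EC50s come from standard Hill equation fits.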
Numbers without * were called inactive; ? = inconclusive; . = no result given; [ ] = dose if it differs, or a comment. Unless noted, calls follow the shape of the dose curve; as a rule, active = well fitted curve in the direction sought with a large enough effect; inconclusive = small, poorly fitted or top-dose-only effect, or another doubt; inactive = no such curve, though single readings can be large; an effect the other way counts as inactive or inconclusive.

nr	TRHR enhancer	D1 PAM	RXFP1 antag	D2 potentiator	D1 antag	Apoferritin bind	D1 ag	TRHR agonist	RXFP1 ag	canonical_smiles
1	-2.1	1.9	-17.2	9.7	-7.8	-16.0%	3.3	-0.9	2.2%	CC(C)c1ccc(NC(=O)CN2C(=O)c3ccccc3S2(=O)=O)cc1
2	4.6	-1.2	-5.8	15.2	1.0	-2.9%	2.8	0.5	-2.0%	CC(=O)Nc1nnc(C2=COCCO2)o1
3	1.7	-3.5	-8.6	9.1	5.3	-6.1%	2.0	-0.4	29.0%	O=C(Nc1nc2ccsc2c(=O)s1)c1ccc(F)cc1
4	-6.6	-2.8	.	-10.3	-0.4	3.1%	-1.2	0.3	-0.9%	Cc1ccc(C2CC(c3ccccc3)n3ncnc3N2)cc1 (stereo not given)
5	0.7	-6.5	-27.7	-0.2	-22.1	-14.6%	11.8	1.8	-0.9%	CCc1ccc(NC(=O)Cn2nc(C(F)(F)F)c3c2CCCC3)cc1
6	-4.7	-2.6	-10.4	-5.6	-3.0	4.2%	4.9	1.0	-8.3%	CSc1ccc(/C=C(\NC(=O)c2ccccc2)C(=O)NN)cc1
7	-1.3	1.4	-10.8	-8.4	-9.6	-17.6%	-0.4	-1.9	2.0%	COc1ccc(CCN(Cc2nc3ccccc3c(=O)[nH]2)C(=O)c2ccco2)cc1
8	5.2	-8.3	-2.2	-10.4	-20.7	-14.7%	2.4	-1.6	1.7%	COc1ccc(C(=S)Nc2ccc(C)cc2)cc1
9	3.8	-1.1	5.8	3.8	-6.1	-0.6%	0.7	-0.2	0.3%	Cc1cc(C)c(NC(=O)CSc2nnc(-c3ccccn3)n2N)c(Cl)c1
10	21.1	-5.7	-6.9	21.1	-47.9*	-7.8%	3.0	-2.1	0.6%	Cc1ccccc1N=C(NOCc1ccc(Cl)cc1Cl)c1nonc1N
11	0.6	1.0	-0.7	4.5	9.7	1.5%	2.4	-0.3	1.3%	COc1ccc(OCC(=O)NNc2nc3ccccc3s2)cc1
12	-2.0	-2.6	.	0.8	-34.9*	-6.2%	0.9	-1.1	-3.7%	N#Cc1ccccc1NC(=O)CSc1ncn[nH]1
13	-3.0	-8.9	-2.8	9.3	-11.0	30.2%[activator]	3.5	0.1	1.5%	O=C(OCC(=O)N1CCCc2ccccc21)C1CCN(S(=O)(=O)c2cccs2)CC1
14	1.4	-6.7	-1.9	-6.1	13.1	-2.9%	-1.5	0.1	6.2%	O=C(NCCN1CCOCC1)C(=O)NCC1OCCN1C(=O)c1ccc(Cl)cc1 (stereo not given)
15	0.6	0.3	.	-4.8	5.9	1.0%	0.9	-0.7	-0.8%	Cc1ccc(NC(=O)CC(C)CC2=NS(=O)(=O)c3ccccc3N2)cc1 (stereo not given)

4 entries from above, as tab-separated lines:
no.	structure	TRHR enhancer	D1 PAM	RXFP1 antag	D2 potentiator	D1 antag	Apoferritin bind	D1 ag	TRHR agonist	RXFP1 ag
8	COc1ccc(C(=S)Nc2ccc(C)cc2)cc1	5.2	-8.3	-2.2	-10.4	-20.7	-14.7%	2.4	-1.6	1.7%
4	Cc1ccc(C2CC(c3ccccc3)n3ncnc3N2)cc1 (stereo not given)	-6.6	-2.8	.	-10.3	-0.4	3.1%	-1.2	0.3	-0.9%
3	O=C(Nc1nc2ccsc2c(=O)s1)c1ccc(F)cc1	1.7	-3.5	-8.6	9.1	5.3	-6.1%	2.0	-0.4	29.0%
1	CC(C)c1ccc(NC(=O)CN2C(=O)c3ccccc3S2(=O)=O)cc1	-2.1	1.9	-17.2	9.7	-7.8	-16.0%	3.3	-0.9	2.2%

(listing goes on)
nr	TRHR enhancer	D1 PAM	RXFP1 antag	D2 potentiator	D1 antag	Apoferritin bind	D1 ag	TRHR agonist	RXFP1 ag	canonical_smiles
16	4.0	-5.5	-11.9	4.7	-10.9	?	2.9	0.3	-1.3%	Clc1ccc(-n2ncc3c(NCc4cccs4)ncnc32)cc1
17	-0.4	3.0	10.4	5.5	-14.0	-5.8%	0.0	-1.4	3.8%	CCC(=O)N1CCc2cc(S(=O)(=O)NC(C(=O)NC(C)c3ccccc3)C(C)C)ccc21 (stereo not given)
18	10.1	-0.3	1.1	.	-8.5	-8.2%	2.6	-0.1	1.0%	CNC(=O)c1cc2n(n1)CCCN(Cc1ccc(F)cc1)C2=O
19	3.8	-6.4	-19.1	0.6	-19.3	-22.5%	39.4*	-0.6	-2.2%	Cc1ccc(C)c(OCCCCn2cnc3ccccc3c2=O)c1
20	-8.5	-1.2	-13.1	-16.4	4.4	1.1%	0.1	-1.1	0.0%	O=C(O)/C(=C\c1cn(-c2ccccc2)nc1-c1ccc(Cl)cc1)NC(=O)c1ccccc1
21	-3.3	-0.9	3.7	-1.6	6.3	-0.6%	9.9	-0.7	0.4%	CCNc1nc(NCC)n2c(SCC(=O)NCC3CCCCC3)nnc2n1
22	-1.4	-3.1	-13.0	-3.2	-32.4*	-8.4%	3.3	-0.1	1.5%	Cc1ccccc1N(CC(=O)NCc1ccco1)C(=O)CCC(=O)Nc1nccs1
23	3.5	15.7	.	-9.5	-3.6	-9.6%	1.3	1.7	-0.7%	CN1CCN(NC(=O)COc2cccc(C(F)(F)F)c2)CC1
24	-4.2	-3.5	-8.5	-10.8	-16.2	-17.1%	2.4	0.3	0.3%	CCCCn1c(N)c(N(CC)C(=O)CCNC(=O)NC23CC4CC(CC(C4)C2)C3)c(=O)[nH]c1=O
25	-1.2	-2.4	.	3.0	-7.7	0.1%	1.2	-0.3	-0.9%	CCc1noc(-c2ccc(NC(C)c3ccccc3)c([N+](=O)[O-])c2)n1 (stereo not given)
26	-9.5	0.2	23.6	-2.5	6.2	.	2.2	0.4	12.8%	COc1ccccc1C1CN(c2ccc(F)cc2F)N=C1c1cccs1 (stereo not given)
27	8.3	-5.5	2.6	0.2	-5.6	-8.6%	1.6	-0.3	1.0%	CCOC(=O)C(=Cc1cn(C)c2ccc(S(=O)(=O)N(C)C)cc12)C(=O)OCC
28	-0.9	-2.1	-13.5	5.4	-15.0	-3.7%	2.0	-0.3	-0.2%	CCc1nnc(NC(=O)CS(=O)(=O)Cc2ccccc2)s1
29	-7.7	.	.	.	8.3	-11.0%	0.7	0.9	-0.3%	CCc1ccc(NC(=O)c2onc(C)c2Cl)cc1
30	-6.0	-2.1	-14.9	-0.2	-9.2	.	1.7	-0.3	1.6%	CCOc1ncccc1C(=O)Nc1cc(S(=O)(=O)N2CCCCCC2)ccc1OC
31	8.9	0.4	-9.9	0.6	-12.1	?	8.6	-1.0	0.0%	CCCc1cc(C(=O)Nc2c(C)nn(Cc3ccc(Cl)c(Cl)c3)c2C)no1
32	-4.2	-5.5	-10.1	-12.9	2.2	-13.8%	8.0	-1.4	0.5%	CCOC(=O)CC(NC(=O)c1cccs1)c1ccc(OCC)cc1 (stereo not given)
33	6.9	4.2	.	7.5	-12.6	.	-2.0	-0.4	3.1%	O=C1c2ccc(Cl)cc2S(=O)(=O)c2cccc(C(=O)N3CCN(c4ccc(Cl)cn4)CC3)c21
34	2.6	-2.7	-0.6	.	10.0	-6.6%	-0.1	0.2	14.0%	FC(F)(F)c1cc(-c2ccccc2)nc2nc(N3CCOCC3)sc12
35	2.3	0.7	7.2	6.1	-4.6	-7.8%	5.2	0.0	0.3%	CCCc1cc2c(cc1NS(=O)(=O)c1ccc(CCNC(C)=O)cc1)OCO2
36	18.2	1.5	8.0	-4.2	-2.8	-17.2%	2.2	-1.1	-0.1%	COc1cccc(CNC(=S)Nc2cc(C)cc(C)c2)c1
37	0.6	-11.6	-10.9	1.2	2.7	-13.0%	-1.6	-0.4	1.7%	CC(=O)Nc1ccc(NC(=S)NC(=O)c2oc3ccccc3c2C)cc1
38	2.1	-3.0	1.6	18.8	-14.7	-7.1%	-0.1	-0.4	-1.7%	CCOc1ccc(S(=O)(=O)N(CC)CC(=O)NCc2ccco2)cc1C
39	-0.3	-1.4	-5.7	-6.9	4.3	3.3%	-0.8	-1.2	2.1%	CCOC(=O)c1[nH]c(C)c(CCC(=O)NCc2cccc(C)c2)c1C
40	3.7	7.2	-0.8	13.6	5.6	-11.2%	2.3	-1.6	-0.6%	O=C(Nc1ccccc1F)C1CCN(S(=O)(=O)c2cccc3nonc23)CC1
41	1.7	-7.0	-4.6	-9.9	-4.4	1.6%	2.4	-0.3	1.0%	COc1ccc(-n2nc(C(=O)NCc3ccco3)c3c4ccccc4n(C)c3c2=O)cc1Cl
42	-4.4	2.0	-11.0	11.8	10.2	-3.2%	11.7	0.3	0.5%	COc1ccc(OC)c(NC(=O)C(C)N2c3cccc4cccc(c34)S2(=O)=O)c1 (stereo not given)
43	-2.4	7.8	9.0	4.4	14.2	-12.2%	6.6	0.5	1.5%	COc1cc(Cl)c(C)cc1NC(=O)c1cccc(OC)c1OC
44	-0.7	-0.4	7.4	-0.5	4.7	-5.4%	-1.1	-1.2	2.2%	COc1ccc(OCC(=O)N2CCN(c3cccc(Cl)c3)CC2)cc1
45	11.9	-0.3	-3.8	-10.8	-8.3	-7.3%	-0.1	0.2	1.5%	CC(C)(C)OC(=O)N1CCC(c2c(C(=O)N3CCN(C(=O)c4ccco4)CC3)cnn2-c2ccc(Cl)cc2)CC1
46	1.1	-1.6	-8.3	.	10.2	-23.2%	-1.3	1.5	-0.9%	CC1Cc2ccccc2N1C(=O)C12CCC(C)(C(=O)C1)C2(C)C (stereo not given)
47	-0.2	-2.1	-25.2	4.4	8.1	-22.2%	3.4	0.8	1.5%	COc1ccc(-c2nc(C3CCCCC3)no2)cc1OC
48	-3.5	0.5	6.3	5.6	-5.4	-4.8%	2.2	-0.7	-0.1%	CCc1ccccc1NC(=O)c1cnn(-c2ccccc2)c1C
49	4.4	-7.5	-3.0	-10.5	3.7	-8.1%	3.2	0.8	7.4%	Cc1ccc(NC(=O)CCc2c(C)nc3ncnn3c2C)cc1
50	4.5	-0.7	-18.7	.	-1.4	-16.6%	1.1	0.0	-2.2%	CCOC(=O)C/C(C)=N\Nc1nc(-c2ccccc2)cs1
51	6.0	-2.4	4.7	-3.7	-23.3	-22.6%	-0.3	-0.1	0.5%	O=C(NCCc1ccccc1)c1cccs1
52	4.9	4.8	-5.9	-7.0	4.9	2.7%	2.8	-0.2	1.1%	CSc1nnc(Cc2cc(=O)[nH]c(=O)[nH]2)n1-c1cccc(C)c1

Screening data from PubChem BioAssay.

These rows are one share of the data; count on the stated rates, not on these rows.
